Screens from PubChem.
PfGluPho inh: PfG6PD (Plasmodium falciparum) enzyme inhibition. PfGluPho enzyme, NADPH resazurin-diaphorase fluorescence. inhibition, % at 20 µM. hit rate 0.78% among 350,000;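 active = inhibition reaching at least a set limit at 20 µM in the primary screen, cut at about 59% in these data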;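 note: 0% = DMSO wells with substrate and 100% = DMSO wells lacking glucose-6-phosphate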
GRIN3A LBD mod: modulates the human NR3A ligand-binding domain; NR3A LBD differential scanning fluorimetry, Tm shift; 0% = protein alone, 100% = glycine-bound protein; Tm shift relative to glycine control, % at 25 µM; AID 1259313; hit rate 2.5% among 340,000;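 active = melting temperature shift of at least 10% of the positive control shift, at one fixed dose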
HKDC1 inhibitor: blocks human hexokinase HKDC1 activity; Q2TB90; recombinant HKDC1, G6PDH/diaphorase resazurin coupled fluorescence; inhibition, % at 20 µM; hit rate 0.16% among 340,000;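 active = inhibition above about 35% when tested at 20 µM, limit read from the data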;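 note: plate controls were DMSO wells with enzyme for no effect and DMSO wells lacking enzyme for full effect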
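Material – in-house recombinant HK5 (HKDC1) enzyme · Quantity – HKDC1 at 5 µg/mL · Buffer or medium – pH 8.0 Tris buffer with 10 mM MgCl2 · Reagent – glucose with 1 mM ATP · Dosing – single 20 µM dose · Times – reaction time 90 min, room temperature, protected from light · Technique – resorufin fluorescence at 613 nm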
ATG4B inhibitor: blocks human ATG4B protease cleavage of LC3 substrate | Q9Y4P1 | ATG4B cleavage of LC3-PLA2, NBD-HPC fluorescence, 1 h | inhibition, % at 8.33 µM | hit rate 0.51% among 340,000 | AID 504462; in the data active = inhibition above about 40%
Target sequence (Q9Y4P1 whole entry, looked up): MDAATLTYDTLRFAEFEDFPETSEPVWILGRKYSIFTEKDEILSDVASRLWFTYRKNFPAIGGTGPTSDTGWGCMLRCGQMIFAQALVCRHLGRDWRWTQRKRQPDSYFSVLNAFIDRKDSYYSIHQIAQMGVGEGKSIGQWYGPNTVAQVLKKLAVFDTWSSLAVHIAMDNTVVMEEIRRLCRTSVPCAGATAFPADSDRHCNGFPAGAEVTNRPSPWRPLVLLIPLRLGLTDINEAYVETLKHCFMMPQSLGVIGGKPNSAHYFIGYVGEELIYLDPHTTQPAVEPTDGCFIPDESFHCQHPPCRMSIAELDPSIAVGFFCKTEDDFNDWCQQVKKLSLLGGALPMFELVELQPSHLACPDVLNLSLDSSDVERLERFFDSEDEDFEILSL
MPTP block: blocks calcium-induced mitochondrial swelling; isolated mouse mitochondria, Ca2+ swelling absorbance, 30 min; inhibition, % at 10 µM; hit rate 1.4% among 360,000;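 active = inhibition of 50% or more, scaled per plate between neutral and stimulator controls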;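 note: 0% = DMSO wells given calcium and 100% = 1 mM EGTA wells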
SENP7 block: inhibitors of human SENP7 protease. recombinant SENP7, Z-RLRGG-aminoluciferin luminescence, 40 min. inhibition, % at 5 µM. hit rate 1.5% among 330,000. AID 434973;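 active = inhibition above about 50% at the single test dose, limit read from the data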;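 note: plate controls were DMSO with enzyme for no effect and no enzyme buffer wells for full effect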
Target sequence (Q9BQF6 706-1050 limits assumed): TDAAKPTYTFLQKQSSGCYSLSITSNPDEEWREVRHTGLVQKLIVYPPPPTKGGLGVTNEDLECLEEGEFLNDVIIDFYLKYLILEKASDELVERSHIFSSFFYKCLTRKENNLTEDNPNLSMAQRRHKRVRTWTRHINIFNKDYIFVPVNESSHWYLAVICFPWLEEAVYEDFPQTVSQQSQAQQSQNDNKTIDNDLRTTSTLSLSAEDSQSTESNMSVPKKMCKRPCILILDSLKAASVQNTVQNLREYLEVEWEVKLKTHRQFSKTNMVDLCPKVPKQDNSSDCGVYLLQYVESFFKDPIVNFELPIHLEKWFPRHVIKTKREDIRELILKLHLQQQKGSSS
SENP6 block: blocks the human protease SENP6 | Q9GZR1 | Recombinant SENP6 catalytic domain, aminoluciferin luminescence | inhibition, % at 10 µM | hit rate 1.8% among 330,000 | AID 2599;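 active = inhibition above about 50% at the single tested dose, limit read from the data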;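 note: plate controls were DMSO wells with enzyme for no effect and DMSO wells lacking enzyme for full effect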
SENP8 block: inhibitors of human SENP8 protease. Q96LD8. recombinant SENP8, Nedd8 substrate fluorescence. inhibition, % at 20 µM. hit rate 0.64% among 360,000; in the data active = inhibition mostly above about 40%, no sharp cut-off; inactive = mostly below about 27%
Target sequence (Q96LD8 whole entry, looked up): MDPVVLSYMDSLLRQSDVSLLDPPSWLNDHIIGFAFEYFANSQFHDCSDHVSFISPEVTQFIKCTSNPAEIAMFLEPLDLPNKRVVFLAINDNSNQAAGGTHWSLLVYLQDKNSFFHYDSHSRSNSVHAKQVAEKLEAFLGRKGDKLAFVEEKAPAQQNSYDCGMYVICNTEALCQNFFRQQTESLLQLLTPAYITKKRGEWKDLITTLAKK
* hit, by the source's call; x = no result given. Compounds as they come; 6.9% or so of the library scored in one or more.

SMILES	PfGluPho inh	GRIN3A LBD mod	HKDC1 inhibitor	ATG4B inhibitor	MPTP block	SENP7 block	SENP6 block	SENP8 block
O=c1c2ccccc2ncn1Cc1ccccc1	-9.2	-0.9	-1.1	-0.6	1.3	-7.8	4.1	-6.8
CCc1nnc(NC(=O)c2ccc(S(=O)(=O)N3CCCCC3)cc2)s1	-15.0	2.6	-7.0	3.5	3.6	-12.9	-37.5	4.1
CCOc1ccc(C(=O)CCC(=O)Nc2ccc(C)c(S(=O)(=O)N3CCCCC3)c2)cc1	-12.8	-3.2	0.5	-12.7	1.9	-12.2	-8.4	6.5
O=C(Nc1nc(-c2cccs2)cs1)c1ccc(S(=O)(=O)N2CCCCC2)cc1	16.9	-2.7	-1.4	-10.0	-0.2	1.4	-5.9	-12.5
OCCC1CN(Cc2cnn(-c3ccccc3Cl)c2)CCN1Cc1ccsc1 (configuration not stated)	0.8	0.6	-3.1	-6.8	1.1	2.5	2.5	17.3
COc1ccc(CCN=Cc2ccc(O)cc2)cc1OC	4.5	-0.5	-6.3	0.7	-0.1	2.1	-6.2	1.4
COc1ccc(NC(=O)c2ccc(Cl)c(S(=O)(=O)NCC3CCCO3)c2)c(OC)c1 (configuration not stated)	-3.5	2.3	10.8	-7.4	1.9	2.9	-8.1	5.7
CCN(CC)CCn1cnc2c1c(=O)n(CCOC(=O)c1cc(OC)c(OC)c(OC)c1)c(=O)n2C	-3.8	-1.1	-1.2	0.2	0.3	9.1	-6.6	18.7
COc1ccc2cc(C(=O)N/N=C/c3cc(OC)c(OC)c(OC)c3)[nH]c2c1	5.9	18.8*	-0.6	-6.7	0.8	6.2	-17.0	-257.9
COc1cc2ccccc2cc1C(=O)Nc1ccc(N2CCOCC2)cc1	16.1	-2.7	1.4	-5.5	-0.2	4.2	-11.9	10.0
CC(=O)c1ccc(Sc2ccccc2N)c([N+](=O)[O-])c1	10.3	0.9	1.2	-5.7	0.9	2.8	-31.7	-142.2
O=C(Nc1n[nH]c(=S)s1)c1ccc2ccccc2c1	42.9	4.7	-1.5	3.4	-2.5	63.0*	91.4*	-17.3
Fc1ccc2nc(Nc3nc4cc5c(cc4s3)OCCO5)sc2c1	7.9	3.8	-4.0	-4.1	40.7	35.1	71.0*	-430.7
COc1ccc(-c2nc3nc(C)cc(C)n3n2)cc1	5.8	0.8	4.6	-11.9	-0.2	33.3	-26.2	-337.7
O=C(Cn1nc(-c2ccccc2)ccc1=O)NCCCN1CCOCC1	-0.8	0.5	-5.6	-7.0	0.4	1.5	-2.2	4.5
Nn1c(SCC(=O)Nc2nccs2)nnc1-c1ccccn1	3.4	0.6	0.3	-4.2	0.8	12.2	-16.7	6.1
CC(C)C(=O)Nc1nnc(SCC(=O)NCc2ccco2)s1	-7.3	-0.1	-8.5	0.2	0.1	10.2	8.2	1.9
COc1ccc(OC)c(-n2c(SCC(=O)NCC3CCCO3)nc3ccccc3c2=O)c1 (configuration not stated)	-5.9	3.0	-2.8	-57.6	0.0	1.7	-1.9	-8.3
N#CCCN(Cc1ccccc1)C(=O)Nc1ccc(F)cc1	-4.6	0.2	-1.8	4.4	2.4	-3.6	-3.9	6.1
Cn1c(=O)c(C(=O)NCCCc2ccccc2)c(O)c2ccccc21	-16.2	4.6	-6.5	2.5	2.5	7.9	15.2	-15.3

Five entries out of the list, sorted by length of the SMILES, smallest number first.
SMILES	PfGluPho inh	GRIN3A LBD mod	HKDC1 inhibitor	ATG4B inhibitor	MPTP block	SENP7 block	SENP6 block	SENP8 block
O=c1c2ccccc2ncn1Cc1ccccc1	-9.2	-0.9	-1.1	-0.6	1.3	-7.8	4.1	-6.8
O=C(Cn1nc(-c2ccccc2)ccc1=O)NCCCN1CCOCC1	-0.8	0.5	-5.6	-7.0	0.4	1.5	-2.2	4.5
CC(=O)c1ccc(Sc2ccccc2N)c([N+](=O)[O-])c1	10.3	0.9	1.2	-5.7	0.9	2.8	-31.7	-142.2
OCCC1CN(Cc2cnn(-c3ccccc3Cl)c2)CCN1Cc1ccsc1 (configuration not stated)	0.8	0.6	-3.1	-6.8	1.1	2.5	2.5	17.3
CCc1nnc(NC(=O)c2ccc(S(=O)(=O)N3CCCCC3)cc2)s1	-15.0	2.6	-7.0	3.5	3.6	-12.9	-37.5	4.1

Carrying on.
SMILES	PfGluPho inh	GRIN3A LBD mod	HKDC1 inhibitor	ATG4B inhibitor	MPTP block	SENP7 block	SENP6 block	SENP8 block
COC(=O)c1ccc(CN2CCN(CC=C(C)C)C(CCO)C2)cc1 (configuration not stated)	-22.9	-3.2	7.8	-1.1	1.9	-2.4	3.7	4.4
COc1ccc(C2/C(=C(/O)c3ccc4c(c3)CC(C)O4)C(=O)C(=O)N2CCCN2CCOCC2)cc1 (configuration not stated)	-9.7	-1.9	-3.7	-2.4	0.6	0.6	-15.2	8.0
O=C1N(c2ccccc2)C2CS(=O)(=O)CC2N1c1ccc(Br)cc1 (configuration not stated)	-7.5	7.2	-6.4	-4.2	-18.4	7.3	3.3	12.2
Cc1ccc(NC(=S)Nc2ccccn2)cc1C	4.7	0.5	-0.5	-2.4	-3.3	-14.7	-12.6	16.5
Cc1ccc(CN2C(=O)CCC2(C)C(=O)NCc2cccnc2)cc1 (configuration not stated)	-0.8	1.5	-3.3	-10.5	0.9	6.1	-7.9	0.9
O=C(O)c1ccc(N=NN2CCCCC2)cc1	-20.0	0.6	-2.9	-0.9	-1.6	45.0	68.2*	6.5
Cc1ccc(C)c(S(=O)(=O)N2CCN(C(=O)/C=C/c3ccco3)CC2)c1	28.3	1.1	1.2	-4.2	-0.2	0.5	-8.9	-8.2
CCc1ccccc1NC(=O)c1nnn(CC(=O)Nc2ccccc2C)c1N	-1.0	2.1	1.2	-4.9	0.0	0.5	15.4	15.4
COCCn1c(-c2ccccc2)cnc1N	9.6	-0.2	-2.2	-10.0	-2.2	-2.7	13.0	0.2
C(=C1c2ccccc2-c2ccccc21)c1ccncc1	18.8	-1.6	-2.7	-16.8	0.6	x	x	18.8
COc1cc(S(=O)(=O)N2CCN(Cc3ccc4c(c3)OCO4)CC2)c(C)cc1C	13.1	-3.5	-0.5	3.0	-1.1	-1.8	1.0	1.3
O=C(NC1CC2CCCC(C1)N2C(=O)NC1CCCCC1)c1ccc(F)cc1 (configuration not stated)	-5.8	1.5	-3.3	-7.5	0.8	-8.7	7.1	20.4
CCOCCCN(C(=O)c1snc(C(N)=O)c1N)C(C(=O)NC1CCCC1)c1ccc(O)cc1 (configuration not stated)	10.3	0.2	-1.2	-17.5	-0.5	2.9	-13.1	-252.0
Cc1c(C(=O)Nc2c(F)cccc2F)sc2ncn(CC(=O)N3CCCCC3)c(=O)c12	-3.5	-2.6	-1.5	-0.7	-0.3	7.0	-2.7	-17.5
O=C(NCc1cccs1)C1CC(=O)N(C2CCCC2)C1 (configuration not stated)	-14.5	0.4	-0.4	6.2	0.1	3.0	2.0	9.7
Cc1n[nH]c(C)c1S(=O)(=O)N1CCN(C2CCCCC2)CC1	-28.6	-0.8	1.4	7.1	5.2	5.0	-7.6	14.9
COc1ccc(NC(=O)CCCNC(=O)c2ccc(Cl)cc2)cc1S(=O)(=O)N1CCOCC1	-6.2	-0.2	-3.1	-8.9	-0.7	x	x	-4.2
COc1cc(C2=CN(Cc3ccccc3)CCC2=O)cc(OC)c1OC	8.6	-3.9	0.5	-8.9	-2.5	1.6	4.0	5.3
CN(C(=O)COc1ncnc2sccc12)C1CCCCC1	4.6	0.9	-0.3	-0.6	-0.9	-6.5	-8.2	-3.8
O=C(COC(=O)c1ccc(N2CCCC2=O)cc1)c1ccc(OC(F)F)cc1	-0.4	0.6	-8.6	-14.6	-1.3	-4.2	-15.0	5.0
CCOC(=O)C[n+]1c(C)ccc2c1CCC2	-13.3	-0.6	-3.7	0.1	1.5	14.0	-0.9	20.1
Cc1ccnc2nc(C(=O)Nc3nccs3)nn12	-1.4	2.0	2.5	22.3	-0.1	-17.1	-8.9	9.0
O=C(NCC(c1ccco1)N1CCc2ccccc21)c1ccccc1F (configuration not stated)	6.9	-0.3	-4.8	4.5	3.1	-7.6	1.5	15.4
Cc1ccccc1-n1c(SCC(=O)Nc2ccccc2Cl)nc2n[nH]c(C)c2c1=N	11.5	-6.5	1.1	-5.4	0.5	2.7	0.2	11.7
COc1ccc(C(=O)NCC(=O)OCC(=O)N2CCc3ccccc32)cc1	-7.9	-2.0	-7.8	-13.3	-5.5	1.5	-15.5	8.3
Cn1cc([N+](=O)[O-])c(C(=O)Nc2nc(-c3ccc(Cl)cc3)cs2)n1	-2.8	-3.9	3.5	-3.0	-0.2	2.1	17.8	30.6
Cc1ccc2nc(SCC(=O)c3ccc(O)cc3O)[nH]c2c1	19.8	4.8	-0.2	3.2	3.4	-7.1	-16.4	-4.5
Cc1cccc(N(C)S(=O)(=O)c2ccc(-c3cc(C)no3)s2)c1	-12.4	-5.4	1.7	-3.7	-1.4	0.5	10.8	16.8
COc1ccc(CCNC(=O)C2CC(O)CN2S(=O)(=O)c2ccc(Cl)cc2)cc1OC (configuration not stated)	6.0	-0.6	-6.0	-17.3	0.5	3.2	6.7	8.8
COc1cc(OC)cc(-c2sc3ccc(OC)cc3c2-c2ccc(OCCN3CCOCC3)cc2)c1	0.2	11.4*	-0.9	-1.5	-0.7	-15.2	x	-203.8
Cn1c(SCC(=O)Nc2nc3c(s2)CCCC3)nnc1-c1ccccc1	-1.4	-2.0	-20.5	-4.4	-0.2	-6.0	4.3	14.8
Cc1cc(C)c2c(C)c(C(=O)NCc3ccncc3)oc2c1	13.3	0.6	-4.4	-7.0	4.4	6.8	3.2	3.4
CC(C)(C)n1nnnc1CN1CCC(NC(=O)NC2CCCCC2)CC1	-15.7	0.5	5.9	0.7	-3.1	4.1	4.4	26.6
CCCCN(CCCC)C(=O)CCS(=O)(=O)c1ccc2c(c1)n(C)c(=O)c(=O)n2C	-21.6	-0.1	-6.6	-10.4	-0.9	-7.8	-17.0	-29.0
O=c1c2cc3c(=O)n(-c4ccccc4O)c(=O)c3cc2c(=O)n1-c1ccccc1O	-2.6	1.5	0.7	8.1	1.4	4.3	-59.8	14.3
CCC1CCCCN1S(=O)(=O)c1ccc(NC(=O)c2snnc2C)cc1 (configuration not stated)	3.7	-1.0	-5.2	-4.7	1.2	8.8	-14.6	11.7

Taken from the results shown for reference:
SMILES	PfGluPho inh	GRIN3A LBD mod	HKDC1 inhibitor	ATG4B inhibitor	MPTP block	SENP7 block	SENP6 block	SENP8 block
O=C(NCC(c1ccco1)N1CCc2ccccc21)c1ccccc1F (configuration not stated)	6.9	-0.3	-4.8	4.5	3.1	-7.6	1.5	15.4
Cc1ccccc1-n1c(SCC(=O)Nc2ccccc2Cl)nc2n[nH]c(C)c2c1=N	11.5	-6.5	1.1	-5.4	0.5	2.7	0.2	11.7
COc1ccc(C(=O)NCC(=O)OCC(=O)N2CCc3ccccc32)cc1	-7.9	-2.0	-7.8	-13.3	-5.5	1.5	-15.5	8.3
